SIAE primary = human SIAE inhibition, primary screen | Q9HAT2 | SIAE FP-Rh probe binding, fluorescence polarization | inhibition, % at 9.66 µM | 370,000 compounds, 0.69% hits | AID 1053197;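 active = inhibition above a cutoff: mean of compounds within the control limits plus 3 SD of those, cut at about 17% in these data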;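 also: 0% = plate median of compound wells and 100% = probe without SIAE protein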
TCR-CD3 inh = human TCR-CD3 binding inhibition; TAMRA-labeled TCR probe fluorescence, biochemical; inhibition, % at 9.4 µM; 360,000 compounds, 0.37% hits; in the data active = inhibition above about 19%;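 also: recombinant mutant TCR 2C K166C tagged with TAMRA read by polarization; 0% = receptor in buffer alone and 100% = receptor with positive control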
PRMT1 inh = PRMT1 (human) inhibition, primary screen. Q99873. recombinant PRMT1, activity-based probe fluorescence polarization. inhibition, % at 2.79 µM. 370,000 compounds, 1.3% hits;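 active = inhibition above about 21% made by adding two undisclosed values, limit read from the data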
Target sequence (Q99873 whole entry, looked up): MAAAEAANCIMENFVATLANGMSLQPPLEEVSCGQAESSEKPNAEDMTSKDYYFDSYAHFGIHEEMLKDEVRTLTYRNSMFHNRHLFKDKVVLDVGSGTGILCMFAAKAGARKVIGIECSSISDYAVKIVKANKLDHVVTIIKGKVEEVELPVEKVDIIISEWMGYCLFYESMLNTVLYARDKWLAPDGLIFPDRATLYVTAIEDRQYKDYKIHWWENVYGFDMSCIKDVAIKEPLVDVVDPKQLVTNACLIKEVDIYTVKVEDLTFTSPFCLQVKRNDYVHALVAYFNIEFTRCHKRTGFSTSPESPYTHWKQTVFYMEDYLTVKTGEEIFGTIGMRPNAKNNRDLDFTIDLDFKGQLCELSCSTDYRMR
NR1D1 modulator = Rev-erb alpha (human) modulation; P20393; Rev-erbα–FITC-DNA binding, fluorescence polarization, 90 min; activity, % at 10 µM; 370,000 compounds, 0.79% hits; AID 1259318;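 active = activity above about 14%, limit read from the data; passing the limit was not always enough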;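 also: 0% = DMSO wells with 35 nM protein and 100% = DMSO wells with 750 nM protein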
rCAG RNA binder = r(CAG) repeat RNA binding | inhibition, % at 3 µM | TO-PRO-1 dye displacement fluorescence | 370,000 compounds, 1.3% hits;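 active = inhibition above the plate cutoff, the mean of all test compounds on that plate plus 3 SD, cut at about 35% in these data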;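 also: 0% = DMSO alone and 100% = 100 µM mitoxantrone as full dye displacement; higher means more dye released from RNA so lower well fluorescence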
TDP2 absorb = blocks human TDP2 phosphodiesterase activity; O95551; 370,000 compounds, 0.34% hits; recombinant TDP2, T5PNP hydrolysis, p-nitrophenol absorbance 415 nm; inhibition, % at 12.8 µM; AID 720702;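 active = inhibition above the mean of all tested compounds plus 3 SD, set per campaign, cut at about 25% in these data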;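 also: 0% = DMSO with enzyme and 100% = buffer with substrate but no TDP2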
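System: recombinant human TDP2 / Amount: 120 nM TDP2 per well / Also added: 5 mM T5PNP chromogenic substrate / Doses: 12.8 µM single point, 1% DMSO / Incubation: 2 h at 37 °C / Detection: p-Nitrophenol epi absorbance / Evaluation: % inhibition relative to enzyme-containing and enzyme-free wells / Repeats: singlicate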
LEDGF integ inh = blocks HIV-1 LEDGF/p75-dependent DNA integration. 370,000 compounds, 0.64% hits. TR-FRET IN-LEDGF/p75 DNA integration, Eu/Cy5. inhibition, % at 3.7 µM. AID 743269;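 active = inhibition above the screen-wide mean plus 3 SD, cut at about 13% in these data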;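 also: signal is the Cy5 over europium emission ratio at 671 and 618 nm; 0% = plate median of compound wells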
ABHD4 inh = inhibitors of mouse ABHD4. Q8VD66. purified mABHD4, FP-Rh probe fluorescence polarization. inhibition, % at 8.92 µM. 370,000 compounds, 0.54% hits. AID 720543;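 active = inhibition exceeding the mean over every tested compound plus 3 SD, cut at about 30% in these data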;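 also: 0% = plate median of compound wells and 100% = S159A mutant with DMSO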
Target sequence (Q8VD66 whole entry, looked up): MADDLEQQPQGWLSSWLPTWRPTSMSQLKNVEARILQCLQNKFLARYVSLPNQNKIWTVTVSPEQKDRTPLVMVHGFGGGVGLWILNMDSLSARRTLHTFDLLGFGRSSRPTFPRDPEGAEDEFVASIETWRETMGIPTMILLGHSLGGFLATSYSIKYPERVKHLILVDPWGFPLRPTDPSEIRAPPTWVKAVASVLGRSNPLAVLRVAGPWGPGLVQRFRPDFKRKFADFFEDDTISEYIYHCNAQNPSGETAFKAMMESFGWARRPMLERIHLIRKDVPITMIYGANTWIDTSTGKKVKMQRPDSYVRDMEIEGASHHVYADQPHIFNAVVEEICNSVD
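Test system: mABHD4 protein; Read-out basis: % inhibition; Incubation: 45 min + 60 min at 25 °C; Repeats: single replicate; Technique: fluorescence polarization with parallel and perpendicular emission, 525/598 nm; Compound: 8.92 µM, single dose; Benchmarks: full inhibition S159A mutant plus DMSO, zero as sample-well median.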
HTRA1 inhibitor = inhibitors of human serine peptidase HTRA1; inhibition, % at 5.96 µM; recombinant HTRA1, FP-rhodamine activity-based probe, fluorescence polarization; 340,000 compounds, 0.5% hits; Q92743; in the data active = inhibition above about 36%;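 also: 0% = enzyme with DMSO and 100% = wells lacking enzyme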
PG9 Ab binder = small molecules binding HIV-1 gp120 antibody PG9 | TR-FRET gp120-PG9 antibody binding | inhibition, % at 6.7 µM | 360,000 compounds, 0.43% hits; in the data active = inhibition above about 8.5%
Starred values were filed as active, the others as inactive; . = no result given.

SMILES	SIAE primary	TCR-CD3 inh	PRMT1 inh	NR1D1 modulator	rCAG RNA binder	TDP2 absorb	LEDGF integ inh	ABHD4 inh	HTRA1 inhibitor	PG9 Ab binder
CCN(CC)C1CCN(C(=O)c2cc(COc3ccc(-n4cncn4)cc3)on2)C1 (configuration not stated)	-7	-6	5	-3	-6	-8	1	-8	10	2.2
CCOC(=O)c1c(C)nc(C)c(C(=O)OCC)c1-c1cccc(N)c1	2	7	-5	1	-5	18	3	-8	1	-1.0
Cc1ccc(C(=O)C2CCN(CC(=O)NC3CCCC3)CC2)cc1	-3	3	1	5	-4	3	-1	3	6	0.8
CC(OC(=O)Cc1ccsc1)C(=O)Nc1ccc(Cl)cn1 (configuration not stated)	2	-2	-3	-4	-2	-4	2	-6	-1	-0.2
CCOC(=O)C1=C(CS(=O)(=O)c2ccc(C)c(C)c2)NC(=O)NC1c1ccc(O)cc1 (configuration not stated)	-2	1	-4	3	-4	-14	4	-1	-1	-0.3
Cc1n[nH]c(C)c1S(=O)(=O)N1CCCC(C(=O)NCC2COc3ccccc3O2)C1 (configuration not stated)	10	8	-1	1	-5	5	-2	1	4	-1.8
COc1ccc(N2CCN(C(=O)Cn3c(=O)[nH]c4ccsc4c3=O)CC2)cc1	4	-5	1	-2	2	-5	-1	-4	-3	-0.5
CCOC(=O)C1CCN(C(=O)CCn2c(=O)c3cccn3c3cccnc32)CC1	2	-9	2	2	-6	5	2	-7	3	2.9
O=C(Nc1ccc(S(=O)(=O)Nc2ccccn2)cc1)c1cccc(Cl)c1	-10	7	-3	2	13	-3	2	-14	-48	-1.0
CN(CC(=O)Nc1cccc(F)c1)CC(=O)Nc1cccc2ccccc12	-5	-3	1	5	2	-18	6	-12	-12	2.0
CCOC(=O)C1CCN(Cc2coc3c(Cl)cc(Cl)cc3c2=O)CC1	-1	0	2	-1	1	2	0	8	-2	-2.4
COc1ccc(Cn2nnnc2C(c2cc3ccc(OC)cc3[nH]c2=O)N2CCCCCC2)cc1 (configuration not stated)	2	1	1	-4	4	3	1	0	-9	-0.1
CC(=O)c1cccc(NC(=O)CSc2nc3ccccc3c(=O)n2CCCN2CCOCC2)c1	13	-5	-2	1	1	8	-3	1	-1	-0.9
CCC(CC)c1nnc(NC(=O)c2ccc3c(c2)OCO3)s1	-4	7	3	5	-2	-7	-2	-1	1	0.6
CCN1C(=O)c2ccccc2Sc2ccc(C(=O)NCCC(C)C)cc21	0	1	-7	1	-8	-6	4	-14	-26	-2.5
CCc1ccccc1NC(=O)CN(C)C(=O)c1cc(C2CC2)nn1-c1ccccc1	5	7	0	0	-2	2	4	18	-5	0.7
COCc1nnc(NC(=O)CCN2C(=O)c3ccccc3C2=O)s1	-4	-9	2	-3	-1	-4	4	-6	-2	-1.4
CC(C)CCNC(=O)C(CC(C)C)N(Cc1ccc2c(c1)OCO2)C(=O)c1snc(C(N)=O)c1N (configuration not stated)	-6	-1	3	0	-3	-18	-3	-15	-13	1.2
COc1ccc(-c2nnc(SCC(=O)c3cc(C)n(Cc4cccs4)c3C)o2)cc1	-11	-5	0	-9	2	-1	9	1	1	0.6
COc1ccc(N2CCN(CCNS(=O)(=O)c3ccc(C(C)(C)C)cc3)CC2)cc1	-4	.	0	5	0	-5	1	2	.	.
COc1ccc(NC(=O)c2[nH]ncc2[N+](=O)[O-])cc1	1	6	-4	0	1	1	1	-5	0	1.4
CCC/C(C#CCCN1C(=O)c2ccccc2C1=O)=C1/c2ccccc2C(=O)N1c1ccccc1	-8	-3	9	-3	9	-16	1	-20	-49	2.6
O=C(CN1CCN(c2ccccc2)CC1)Nc1ccccc1C(F)(F)F	5	1	0	4	-3	8	1	1	-2	-2.2
O=C(CSCc1c(Cl)cccc1Cl)Nc1ccccc1-c1ccccc1	-1	-4	0	21	-3	1	1	-8	-30	0.3
CN(C)S(=O)(=O)c1cc(NC(=O)CNCc2ccc(F)cc2)ccc1Cl	-1	1	-1	-2	-5	-1	1	2	5	-1.2
O=S1(=O)CCO[C@H]2Cc3ccccc3[C@H]2N1Cc1cccc(Cl)c1	3	5	2	1	7	-5	1	-8	-12	1.4
O=C(c1ccco1)N1CCN(C(=O)C2CCN(S(=O)(=O)c3cccs3)CC2)CC1	15	0	1	-2	9	0	4	7	-2	1.6
Cc1cc(NC(=O)COC(=O)C2CCN(S(=O)(=O)c3ccccc3)CC2)c([N+](=O)[O-])cc1C	2	3	-2	1	5	-8	1	-9	-10	-2.8
O=C(c1cn(-c2ccccc2)nc1-c1ccccc1)N1CCOCC1	-2	1	-2	6	-7	13	-2	2	0	1.2
CCCNC(=O)N1C[C@H](O)COC[C@H]2O[C@@H](CC(=O)N[C@@H]3CCN(Cc4ccccc4)C3)CC[C@@H]21	0	4	2	4	4	7	-4	2	.	1.6
COc1ccc(C(=O)Nc2ccc(NC(=O)c3cccc(OC)c3)cn2)cc1	-6	-1	-1	18*	-1	9	2	-3	-14	7.2
CCC(C)/C(C)=N/NC(=O)c1ccccc1OCCOc1ccccc1 (configuration not stated)	3	-3	3	0	0	0	2	-4	-1	0.0
Cc1c(C(=O)NCc2cccnc2)oc2ccc(S(=O)(=O)N3CC(C)CC(C)C3)cc12 (configuration not stated)	1	9	0	7	4	-1	-2	3	-2	0.3
CC1=Cc2ccccc2C(C#N)N1C(=O)c1ccccc1 (configuration not stated)	0	-10	-3	3	1	-13	2	1	2	-0.1
CC1CN(C/C(=N\O)C23CC4CC(CC(C4)C2)C3)CC(C)O1 (configuration not stated)	4	-4	-3	2	-3	19	4	-4	-5	2.1
Cn1c(=O)[nH]c(=O)c2c1nc(SCCC(=O)O)n2Cc1cccc(Br)c1	-3	3	-3	6	1	17	1	-5	3	0.3
COc1ccc(N2CSC3=C(C#N)C(c4ccc(OC)c(OC)c4)CC(=O)N3C2)c(OC)c1 (configuration not stated)	5	-5	47*	5	21	-2	3	17	6	1.0
Cc1ccc(NC2=NCC(Cc3ccc(Br)cc3)S2)cc1 (configuration not stated)	7	-1	0	0	-1	13	9	17	-23	-1.5
CC1(C)C/C(=N\O)C(C(O)c2cccc([N+](=O)[O-])c2)C(C)(C)N1 (configuration not stated)	-5	-4	0	-9	-3	15	-4	0	-4	0.6
Cc1ccc(C(=O)Nc2nc(-c3ccccn3)cs2)cc1S(=O)(=O)N1CCOCC1	-1	0	-2	-17	8	1	5	-10	-12	-1.2
COc1ccc(C(CC(=O)O)n2cnnn2)cc1 (configuration not stated)	7	-1	-3	-6	-3	-3	7	3	-2	1.6
CC(Oc1ccc(C#N)cc1)C(=O)c1ccc(F)c(F)c1 (configuration not stated)	-9	-8	6	2	-1	-19	3	-3	-3	-0.1

An excerpt; count on the stated rates, not on these rows.
